Bioassay records deposited in PubChem BioAssay by National Center for Advancing Translational Sciences (NCATS).
RGS4 inh = human RGS4 inhibition; P49798; Transcreener GDP fluorescence polarization, RGS4-accelerated GTP hydrolysis; Potency, µM (top dose mostly 114 µM), for inactives: top-dose activity change, negative = inhibition, usual class: inhibitors; 390,000 compounds, 0.039% hits; note: potency is the fitted concentration of half-maximal effect; % is set by controls: 0 for no effect and ±100 for the full control effect; nearly all actives have a fitted effect of over 75% in size; some results filed as inactive show a strong effect at the top dose
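MLSMR compounds (23 nl, pin-transferred) preincubated 10 min at room temperature with a 500nM (2x) first reagent, then RGS4 at 900nM (2x) plus Transcreener GDP mix added; fluorescence polarization (620/688 nm) read before and after 90 min at 30 °C.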
D2 antagonist = antagonizes the human D2 dopamine receptor; P14416; 340,000 compounds, 2% hits; HEK293 TREx D2 cells, calcium flux, dopamine EC80; AID 485344; inhibition, % at 10 µM; in the data active = inhibition above about 30%; note: 0% is about no effect
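Measurement of antagonist activity uses fluorescent calcium dye in inducible HEK293 T-REx D2 cells: 10 s baseline, compound addition with 180 s read, EC80 dopamine addition with a further 180 s read.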
ALOX12 inh = blocks human arachidonate 12S-lipoxygenase; purified 12hLO, xylenol orange hydroperoxide absorbance; Potency, µM (series often up to 108 µM), for the others: top-dose activity change, negative = inhibition, usual class: inhibitors; 580,000 compounds, 1.1% hits; AID 1671190; note: potency is the fitted concentration of half-maximal effect; % is set by controls: 0 for no effect and ±100 for the full control effect
Target sequence (P18054 whole entry, looked up): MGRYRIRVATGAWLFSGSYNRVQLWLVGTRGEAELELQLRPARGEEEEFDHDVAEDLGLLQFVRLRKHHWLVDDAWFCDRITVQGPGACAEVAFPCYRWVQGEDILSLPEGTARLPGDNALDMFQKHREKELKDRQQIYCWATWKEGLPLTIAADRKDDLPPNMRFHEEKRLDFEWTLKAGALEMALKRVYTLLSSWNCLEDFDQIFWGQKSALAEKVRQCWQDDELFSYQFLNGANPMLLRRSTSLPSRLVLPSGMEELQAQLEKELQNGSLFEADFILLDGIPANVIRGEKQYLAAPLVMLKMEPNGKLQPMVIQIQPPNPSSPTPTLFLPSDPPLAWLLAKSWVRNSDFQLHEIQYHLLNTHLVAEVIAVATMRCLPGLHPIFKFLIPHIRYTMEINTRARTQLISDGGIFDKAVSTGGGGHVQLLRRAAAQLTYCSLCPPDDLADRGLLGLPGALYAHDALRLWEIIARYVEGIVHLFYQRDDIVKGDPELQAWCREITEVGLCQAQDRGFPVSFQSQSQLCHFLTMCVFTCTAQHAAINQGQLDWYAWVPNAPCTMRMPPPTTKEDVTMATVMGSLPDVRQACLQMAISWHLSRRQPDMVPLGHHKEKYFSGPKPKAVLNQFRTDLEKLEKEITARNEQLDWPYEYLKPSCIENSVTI
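Purified human 12hLO at 150 nM in 25 mM Hepes, 0.01% Triton X-100, pH 7.0, preincubated 15 min at room temperature with compound. Reaction started with 40 uM arachidonic acid, 30 min at room temperature. Hydroperoxide measured by Fe-xylenol orange, 573/405 nm absorbance ratio.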
Glioma ERSR ind = inducers of ER stress response in human glioma cells; U87-MG GRP78 promoter luciferase reporter, 16 h; 420,000 compounds, 0.02% hits; AID 602332; Potency, µM, without a hit: at the highest dose activation, hits mostly activators; note: potency is the fitted concentration of half-maximal effect; series mostly up to about 76 µM; % of control where 0% means no effect; nearly all actives have a fitted effect of over 35% in size
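ERSR induction read as luciferase luminescence (Bright-Glo, 10 min at room temperature) in stably transfected human U87-MG glioma cells exposed to compounds for 16 h, using GRP78 as sensor.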
ERG Ets-DNA blk = ERG Ets/DNA interaction inhibition; P11308; fluorescence polarization, His-ERG Ets domain / labelled DNA; Potency, µM (top dose mostly 76.9 µM), without a hit: at the highest dose FP activity, negative = inhibition, most hits filed as inhibitors; 370,000 compounds, 0.028% hits; active = well fitted inhibition curve with a large enough effect in the polarisation, with a control signal flat; inconclusive = small, poorly fitted or top-dose-only effect, or effect the other way, or a change in a side signal; inactive = no such curve, though single readings can be large or run the other way; the % refers to the polarisation;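 note: polarization taken with two DNA probes labelled with fluorescein and Texas red; potency is the fitted concentration of half-maximal effect; % of control where 0% means no effect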
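His-tagged ERG Ets domain (1 uM in the protein solution; 300mM KCl, 50mM Tris-HCl, 1mM EDTA, 1mM DTT, pH 7.5) received compound, then a probe mix of 5 nM fluorescein-DNA and 100nM Texas-615-DNA. Fluorescence polarization was read for both dyes.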
D2 agonist = activates the human D2 dopamine receptor; activation, % at 2 µM; P14416; AID 485358; HEK293 T-REx D2 cells, calcium flux agonist mode; 340,000 compounds, 0.53% hits;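 active = activation over 3 SD above normal in the single-dose calcium agonist read, cut at about 30% in these data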; note: 0% is about no effect
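Calcium-flux readout, 1 cycle/sec over 180 s following compound pin transfer, in inducible HEK293 Trex D2 cells (force-coupled); dopamine controls included. Positive calcium responses during this window marked compounds as potential agonists.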
Vif-A3G inh = blocks the Vif interaction with human APOBEC3G. Potency, µM (doses to about 46.1 µM), for inactives: at the top dose activity, negative = active, actives largely listed as inhibitors. AID 602310. 410,000 compounds, 0.076% hits. Q9HC16. HeLa A3G-eYFP + Vif (tagged APOBEC3G with the HIV-1 protein that degrades it), YFP fluorescence, overnight;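 note: potency is the fitted concentration of half-maximal effect; % is set by controls: 0 for no effect and ±100 for the full control effect; nearly all actives have a fitted effect of over 60% in size; hits raise eYFP signal because A3G escapes Vif-driven loss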
Target sequence (Q9HC16 whole entry, looked up): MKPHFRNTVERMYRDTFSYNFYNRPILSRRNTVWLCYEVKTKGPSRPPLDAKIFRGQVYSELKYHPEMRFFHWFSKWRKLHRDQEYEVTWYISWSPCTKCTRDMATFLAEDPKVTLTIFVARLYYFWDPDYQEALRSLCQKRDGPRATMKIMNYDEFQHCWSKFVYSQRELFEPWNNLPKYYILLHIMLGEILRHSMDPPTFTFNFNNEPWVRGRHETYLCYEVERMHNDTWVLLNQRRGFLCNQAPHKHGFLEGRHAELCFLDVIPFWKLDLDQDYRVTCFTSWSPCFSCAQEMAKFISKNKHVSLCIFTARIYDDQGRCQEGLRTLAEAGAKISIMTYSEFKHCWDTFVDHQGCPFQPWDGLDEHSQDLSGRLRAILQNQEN
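Read-out is eYFP fluorescence (Ex 488/Em 500-530) from Vif-expressing HeLa A3G-eYFP cells; more signal means A3G escaped Vif-mediated degradation. Cells plated overnight, compound pinned in, incubated overnight at 37 deg C.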
Vif-A3F inh = inhibitors of Vif-A3F interaction | HeLa A3F-eYFP + Vif (tagged APOBEC3F with the HIV-1 protein that degrades it), YFP fluorescence increase | 390,000 compounds, 0.2% hits | Potency, µM (titrated, usually from 46.1 µM), for inactives: at the highest dose activity, negative = active | AID 602313; note: potency is the fitted concentration of half-maximal effect; % of control where 0% means no effect; nearly all actives have a fitted effect of over 65% in size
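HeLa cells stably expressing A3F-eYFP plus Vif, plated and incubated overnight at 37 deg C, then exposed to compounds overnight at 37 deg C. Blocked degradation read as raised yellow fluorescence (Ex 488/Em 500-530).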
LDHA block = LDHA (human) enzyme inhibition; P00338; purified LDHA, NADH/diaphorase-resazurin fluorescence; stronger effect = lower value; activity change, % (values are at about 110 or 230 µM); 480,000 compounds, 0.15% hits; in the data active = activity change below about -30%; inconclusive = mostly about -25% to -30%;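 note: plate controls were DMSO wells for no effect and wells without enzyme for full effect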
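Remaining NADH was detected by diaphorase (0.133 mg/mL) converting 37 µM resazurin to fluorescent resorufin, read at 0 and 20 minutes. The preceding 5-minute room-temperature reaction used 2 nM LDHA, 0.2 mM sodium pyruvate and 0.06 mM NADH at pH 7.4.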
The depositor's hits bear a star; i = inactive; ? = inconclusive; nt = no result given; & = joins results of further samples; [ ] = dose if it differs, or a comment. Unless noted, calls come from the whole dose curve; as a rule, active = well fitted curve in the direction sought with a large enough effect; inconclusive = small, poorly fitted or top-dose-only effect, or another doubt; inactive = no such curve, though single readings can be large; an effect the other way counts as inactive or inconclusive.

SMILES | RGS4 inh | D2 antagonist | ALOX12 inh | Glioma ERSR ind | ERG Ets-DNA blk | D2 agonist | Vif-A3G inh | Vif-A3F inh | LDHA block
Cc1ccc(C)c(NC(=O)CN2C(=O)c3ccccc3C2=O)c1 | 0% | nt | ? | 3% | 0% | nt | -1% | 2% | -6
COC(=O)c1cccc(S(=O)(=O)N2CCC(NC(=O)NC34CC5CC(CC(C5)C3)C4)CC2)c1 | -1% | -16 | ? | -6% | -15% | -1.2 | -8% | -16% | 0
CCCCC1=CC2=CC(=O)C(C)(OC(=O)CC)C(=O)C2=CN1Cc1ccco1 (stereo not drawn) | -30% | 3 | nt | -3% | 20% | -0.5 | -5% | 0% | 18
Cc1cc(Cl)ccc1NC(=O)CN1C(=O)COc2ccc(S(=O)(=O)Nc3ccccc3)cc21 | 4% | nt | -36% | -2% | 8% | 0.5 | -4% | 1% | 4
Cn1c(N)c(C(=O)COC(=O)c2cc(S(=O)(=O)N3CCCCC3)ccc2Cl)c(=O)n(C)c1=O | -16% | -4 | -25% | -4% | nt | 0.5 | 2% | -6% | -1
CCOc1ccc(S(=O)(=O)Nc2ccccc2C(=O)NCc2ccco2)cc1 | -27% | -13 | -15% | -4% | 6% | 0.0 | 2% | 2% | -6
CN(C)/C=N/c1nc2nccc(-c3cccs3)n2n1 | -27% | -10 | 3% | -2% | 0% | 3.9 | -7% | -9% | -1
C1CCN=C(Nc2nc3c(s2)CCCC3)CC1 | -7% | -10 | -13% | 3% | -11% | -0.5 | -2% | -4% | 12
Cc1ccc(CNC(=O)c2ccc3nc(N4CCCCC4)sc3c2)cc1 | -3% | nt | -16% | 2% | 0% | 1.2 | 1% | -2% | -4
O=c1c2c([nH]c3ccccc13)C(=C1CCCC1)CC2 | -36% | 0 | nt | 2% | 5% | 0.5 | 0% | -7% | 0
Cc1ccc(-n2c(=O)[nH]c3c(oc4ccccc43)c2=O)cc1 | 19% | 2 | 7% | 12% | -11% | 12 | 3% | 9% | -2
CC(=O)c1cc(C#N)c(NCc2cc(-c3ccccc3)no2)nc1C | 8%[56.9 µM] | 1 | -3% | -2% | 0% | 0.1 | 2% | 0% | -5
Cc1cc(C(=O)OCC(=O)NCc2ccccc2)c(C)o1 | -26% | -10 | -12% | -2% | 1% | 0.9 | 1% | -8% | -2
CCOC(=O)C1(C)CCN1C(=O)c1cc(OC)ccc1Br (stereo not drawn) | nt | nt | -7% | -1% | nt | nt | -4% | nt | -3
CC1CN(C)CCC1OC(=O)c1ccccc1 (stereo not drawn) | -3% | 18 | ? | -1% | 3% | 24 | 0% | 1% | -5
Cc1cc(NC(=O)c2cc3ccccc3o2)no1 | -41% | nt | ? | -2% | 2% | nt | 1% | 14% | 4
CCc1cccc(NC(=O)c2cc3c(s2)-c2ccccc2OC3)c1 | -22% | nt | -20% | -1% | 3% | -0.7 | -1% | 3% | -1
CCCc1cc(SCC(=O)Nc2c(C)n(C)n(-c3ccccc3)c2=O)n2c(nc3ccccc32)c1C#N | 6% | -13 | -24% | -2% | ? | -1.8 | 1% | 3% | 0
CC(C)Cn1c(N)c(C(=O)CSc2nncs2)c(=O)n(C)c1=O | 27% | -5 | 117%[activator] | -2% | -6% | 0.9 | -4% | -7% | -1
COc1cccc(CNC(=O)COC(=O)c2c(NC(C)=O)sc(C)c2C)c1 | 24% | nt | -11% | -1% | -4% | nt | -4% | ? | -3
Cc1[nH]nc2c1C(c1ccc(-c3ccccc3C#N)o1)C(C#N)=C(N)O2 (stereo not drawn) | -42% | -11 | nt | -2% | -8% | 2.5 | -10% | -7% | 8
CC1(C(=O)NCC2CC2)Cc2c(-c3cccc(C(F)(F)F)c3)ccnc2O1 (stereo not drawn) | nt | nt | 0% | 0% | nt | nt | ? | nt | 1
CCC(=NNC(=O)c1ccc2c(c1)nc(C)n2CC)c1cc(F)ccc1O | 0% | nt | 0% | 3% | 13% | nt | -6% | -1% | 0
O=C(CCN1C(=O)COc2ccccc21)N1CCCCC1 | 35% | -20 | -2% | 3% | -6% | 1.4 | 1% | 1% | -4
COc1ccc(OC)c(Nc2nc(-c3c(C)nc4ncccn34)cs2)c1 | -25% | 13 | ? | -1% | 5% | 0.7 | ? | -17% | 1

Looked up above.
Value for `CCOC(=O)C1(C)CCN1C(=O)c1cc(OC)ccc1Br` (stereo not drawn) under LDHA block: -3
Value for `Cc1cc(Cl)ccc1NC(=O)CN1C(=O)COc2ccc(S(=O)(=O)Nc3ccccc3)cc21` under Vif-A3G inh: -4%

The listing continues:
SMILES | RGS4 inh | D2 antagonist | ALOX12 inh | Glioma ERSR ind | ERG Ets-DNA blk | D2 agonist | Vif-A3G inh | Vif-A3F inh | LDHA block
CCOc1ccccc1NC(=O)Cn1c(=O)n(CCC(=O)NCc2ccc3c(c2)OCO3)c(=O)c2ccccc21 | -11% | nt | ? | -3% | 3% | nt | -15% | -2% | 1
COc1cccc(NC(=O)C2CCN(Cc3cnn(-c4ccccc4)c3-n3cccc3)CC2)c1 | 7% | 16 | 0% | 4% | 6% | -0.2 | 2% | -1% | -2
CCc1nc2ccc(C(=O)N(C)CC(=O)Nc3ccc(Cl)c(C(F)(F)F)c3)cc2nc1CC | -13% | 3 | nt | -7% | -1% | 1.2 | -7% | -3% | 5
COc1ccc(C(=O)N2CCC2(C)C(=O)NC(C)C)c(OC)c1 (stereo not drawn) | nt | nt | -13% | -5% | nt | nt | 0% | nt | -3
CCOC(=O)CC(=O)Nc1nnc(C(C)C)s1 | -25% | 12 | -23% | 2% | 5% | 0.8 | -6% | 1% | -2
CCc1cccc2c1NC1(CCCC1)CC2C (stereo not drawn) | 1% | -12 | -22% | -9% | -6% | -0.3 | 0% | 9% | -4
Cc1cnc(NC(=O)c2c(Cl)cnn2C)s1 | 9% | 5 | i | -2% | 0% | -0.1 | -1% | 1% | 0
COc1ccc(C(=O)NNC2=Nc3cccc4cccc2c34)cc1 | -8% | 63* | 12% | 1% | 20% | 1.9 | ? | ? | -3
O=C(Nc1nc2ccccc2n1Cc1ccccc1)c1ccc(COc2ccccc2[N+](=O)[O-])o1 | 9% | nt | 18% | 0% | 5% | nt | 1% | -23% | -2
O=C(COc1ccc(Cl)cc1)N1CCN(c2ccc([N+](=O)[O-])c(N3CCCCC3)c2)CC1 | 3% | -22 | -2%[57.4 µM] | -2% | 9% | -0.3 | -1% | 2% | 0
CC1(C)OC2OC3C(CN)OC(c4ccccc4)OC3C2O1 (stereo not drawn) | -10% | nt | -2% | 2% | 7% | nt | 0% | 2% | -10
CN(C)C(CNC(=O)CCNS(=O)(=O)c1ccccc1C(F)(F)F)c1ccccc1 (stereo not drawn) | 1% | -2 | 62%[activator] | -4% | 2% | 0.1 | 0% | 1% | -10
Cc1cc2oc(C(=O)N(Cc3ccc(N(C)C)cc3)CC3CCCO3)c(C)c2cc1C (stereo not drawn) | -7%&2% | 7 | -35%&0% | -6%&-1% | 3%&-2% | -0.1&-1.1 | -12%&-12% | -2%&-8% | 0&2
Nc1ccc(Oc2ccc(F)cc2)nc1 | 22% | -8 | 0% | -3% | -1% | 0.9 | -7% | 2% | -11
COCCCn1c(C(=O)N2CC(C)OC(C)C2)cc2c(=O)n3ccccc3nc21 (stereo not drawn) | 13% | 6 | 15% | -1% | 2% | 0.8 | 1% | -1% | -3
COc1cc2c(cc1OC)C1=C(C#N)COCN1CC2 | -10%[11.4 µM] | -16 | -14% | -4% | 5% | -0.6 | -10% | -9% | 14
COc1ccc(NS(=O)(=O)c2ccc(S(=O)(=O)N3CCCC3)cc2)cc1 | 19% | 0 | 2% | 0% | -6% | 0.1 | -2% | 0% | -3
CCOC(=O)CN1C(=O)C(O)(CC(=O)c2ccccn2)c2ccccc21 (stereo not drawn) | -2% | 5 | -7% | -1% | -2% | 1.7 | -1% | -22% | 6
CSc1cccc(NC(=O)CN(C2CCCCC2)S(C)(=O)=O)c1 | 2%[11.4 µM] | 4 | 6% | -3% | -11% | -0.6 | 8% | 5% | -3
CCCCCCCCCCNC(=O)CCn1[nH]c(=O)c2ccccc2c1=O | -27%[56.9 µM] | nt | 3% | -2% | 1% | nt | -1% | 2% | -3

Arranged by molecular weight (smallest number first): part of the list above.
SMILES | RGS4 inh | D2 antagonist | ALOX12 inh | Glioma ERSR ind | ERG Ets-DNA blk | D2 agonist | Vif-A3G inh | Vif-A3F inh | LDHA block
COc1ccc(C(=O)N2CCC2(C)C(=O)NC(C)C)c(OC)c1 (stereo not drawn) | nt | nt | -13% | -5% | nt | nt | 0% | nt | -3
COc1ccc(NS(=O)(=O)c2ccc(S(=O)(=O)N3CCCC3)cc2)cc1 | 19% | 0 | 2% | 0% | -6% | 0.1 | -2% | 0% | -3
CN(C)C(CNC(=O)CCNS(=O)(=O)c1ccccc1C(F)(F)F)c1ccccc1 (stereo not drawn) | 1% | -2 | 62%[activator] | -4% | 2% | 0.1 | 0% | 1% | -10
COc1cccc(NC(=O)C2CCN(Cc3cnn(-c4ccccc4)c3-n3cccc3)CC2)c1 | 7% | 16 | 0% | 4% | 6% | -0.2 | 2% | -1% | -2
O=C(Nc1nc2ccccc2n1Cc1ccccc1)c1ccc(COc2ccccc2[N+](=O)[O-])o1 | 9% | nt | 18% | 0% | 5% | nt | 1% | -23% | -2

A portion of the library, so the mix of outcomes need not match the whole.
